JMJD2A Tudor inh – qHTS Assay for Inhibitors of JMJD2A-Tudor Domain; Lysine-specific demethylase 4A (Homo sapiens), O75164; AlphaScreen JMJD2A-Tudor / H3K4me3 peptide binding; Potency, µM (series often up to 114 µM), without a hit: at the top dose activity change, negative = inhibition, most hits filed as inhibitors; 390,000 tested, 4.4% active; AID 504339, 2011; note: potency is the fitted concentration of half-maximal effect; % is set by controls: 0 for no effect and ±100 for the full control effect; nearly all actives have a fitted effect of over 50% in size
HP1b binding inh – HTS for Inhibitors of HP1-beta Chromodomain Interactions with Methylated Histone Tails; Potency, µM (doses to about 114 µM), for the others: at the top dose activity change, negative = inhibition, most hits filed as inhibitors; AID 540317, 2011; AlphaScreen HP1-beta / biotin-H3K9me3 peptide binding; 390,000 tested, 0.56% active; Chromobox protein homolog 1 (Homo sapiens), P83916; note: potency is the fitted concentration of half-maximal effect; nearly all actives have a fitted effect of over 70% in size; inactives centre near 23
Target sequence (P83916 whole entry, looked up): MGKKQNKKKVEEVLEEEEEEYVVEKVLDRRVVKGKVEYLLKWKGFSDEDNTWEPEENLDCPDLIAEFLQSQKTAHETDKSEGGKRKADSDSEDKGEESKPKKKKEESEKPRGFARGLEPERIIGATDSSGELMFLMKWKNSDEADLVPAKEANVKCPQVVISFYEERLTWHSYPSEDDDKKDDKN
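AlphaScreen: HP1-beta (50 nM) preformed 30 min with biotin-H3(1-18)K9me3 peptide (50 nM) in PBS pH 7.4, 0.01% Tween-20. Compound added for 30 min at RT, then streptavidin donor/nickel chelate acceptor beads (10 ug/mL) for 30 min.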
RGS4 inhibitor – Inhibitors of Regulator of G Protein Signaling (RGS) 4: qHTS; Potency, µM (doses to about 114 µM), inactives show at the highest dose activity change, negative = inhibition, most hits filed as inhibitors; 390,000 tested, 0.039% active; Transcreener GDP fluorescence polarization, RGS4-accelerated GTP hydrolysis; note: potency is the fitted concentration of half-maximal effect; % is set by controls: 0 for no effect and ±100 for the full control effect; nearly all actives have a fitted effect of over 75% in size; some results filed as inactive show a strong effect at the top dose
Target sequence (P49798 whole entry, looked up): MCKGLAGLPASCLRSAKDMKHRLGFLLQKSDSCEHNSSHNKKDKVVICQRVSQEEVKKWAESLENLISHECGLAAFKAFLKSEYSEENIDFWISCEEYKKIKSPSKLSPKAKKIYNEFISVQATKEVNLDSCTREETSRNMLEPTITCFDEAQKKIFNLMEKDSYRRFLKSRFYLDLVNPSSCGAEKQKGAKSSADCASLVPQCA
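MLSMR compounds (23 nl, pin-transferred) preincubated 10 min at room temperature with a 500nM (2x) first reagent, then RGS4 at 900nM (2x) plus Transcreener GDP mix added; fluorescence polarization (620/688 nm) read before and after 90 min at 30 °C.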
G9a inh – qHTS Assay for Inhibitors of Histone Lysine Methyltransferase G9a; Histone-lysine N-methyltransferase EHMT2 (Homo sapiens), Q96KQ7; G9a H3K9 monomethylation, AlphaScreen, 2 h; Potency, µM (doses to about 102 µM), inactives show top-dose activity, negative = inhibition, usual class: inhibitors; 350,000 tested, 8.8% active; AID 504332, 2011; note: potency is the fitted concentration of half-maximal effect; % is set by controls: 0 for no effect and ±100 for the full control effect; nearly all actives have a fitted effect of over 75% in size
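Signal arises when biotinylated H3K9 peptide, once monomethylated, bridges streptavidin donor and antibody-captured acceptor beads. Enzyme at 20 nM was preincubated 15 min with test compounds; peptide 500 nM and SAM 20 uM then reacted for 2 h.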
PI4K2A block – qHTS for small molecular inhibitors of PI4K2A. AID 1346378, 2018. 420,000 tested, 0.13% active. Phosphatidylinositol 4-kinase type 2-alpha (Homo sapiens), Q9BTU6. purified PI4K2A, ADP-Glo luminescence, 1 h; hits give low values. activity change, negative = inhibition, % at 76.9 µM; in the data active = activity change below about -50%; inconclusive = mostly about -30% to -49%;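 note: -100% = wells without enzyme as full effect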
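In this quantitative HTS, ADP production by PI4K2A was quantified luminescently after 1 h at ambient temperature; 100 microM adenosine served as plate-quality control.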
ERG Ets-DNA blk – qHTS for Small Molecule Inhibitors of the ERG Ets/DNA interaction; Transcriptional regulator ERG (Homo sapiens), P11308; fluorescence polarization, His-ERG Ets domain / labelled DNA; Potency, µM (titrated, usually from 76.9 µM), for inactives: top-dose FP activity, negative = inhibition, actives largely listed as inhibitors; 370,000 tested, 0.028% active; AID 624246, 2012; active = well fitted inhibition curve with a large enough effect in the polarisation, with a control signal flat; inconclusive = small, poorly fitted or top-dose-only effect, or effect the other way, or a change in a side signal; inactive = no such curve, though single readings can be large or run the other way; the % refers to the polarisation;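 note: polarization taken with two DNA probes labelled with fluorescein and Texas red; potency is the fitted concentration of half-maximal effect; % of control where 0% means no effect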
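His-tagged ERG Ets domain (1 uM in the protein solution; 300mM KCl, 50mM Tris-HCl, 1mM EDTA, 1mM DTT, pH 7.5) received compound, then a probe mix of 5 nM fluorescein-DNA and 100nM Texas-615-DNA. Fluorescence polarization was read for both dyes.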
12-LOX inh – Primary qHTS assay for inhibitors of human arachidonate 12S-lipoxygenase (ALOX12): Round 2; 580,000 tested, 1.1% active; AID 1671190, 2021; purified 12hLO, xylenol orange hydroperoxide absorbance; Polyunsaturated fatty acid lipoxygenase ALOX12 (Homo sapiens), P18054; Potency, µM (titrated, usually from 108 µM), for inactives: at the top dose activity change, negative = inhibition, hits mostly inhibitors; note: potency is the fitted concentration of half-maximal effect; % is set by controls: 0 for no effect and ±100 for the full control effect
Target sequence (P18054 whole entry, looked up): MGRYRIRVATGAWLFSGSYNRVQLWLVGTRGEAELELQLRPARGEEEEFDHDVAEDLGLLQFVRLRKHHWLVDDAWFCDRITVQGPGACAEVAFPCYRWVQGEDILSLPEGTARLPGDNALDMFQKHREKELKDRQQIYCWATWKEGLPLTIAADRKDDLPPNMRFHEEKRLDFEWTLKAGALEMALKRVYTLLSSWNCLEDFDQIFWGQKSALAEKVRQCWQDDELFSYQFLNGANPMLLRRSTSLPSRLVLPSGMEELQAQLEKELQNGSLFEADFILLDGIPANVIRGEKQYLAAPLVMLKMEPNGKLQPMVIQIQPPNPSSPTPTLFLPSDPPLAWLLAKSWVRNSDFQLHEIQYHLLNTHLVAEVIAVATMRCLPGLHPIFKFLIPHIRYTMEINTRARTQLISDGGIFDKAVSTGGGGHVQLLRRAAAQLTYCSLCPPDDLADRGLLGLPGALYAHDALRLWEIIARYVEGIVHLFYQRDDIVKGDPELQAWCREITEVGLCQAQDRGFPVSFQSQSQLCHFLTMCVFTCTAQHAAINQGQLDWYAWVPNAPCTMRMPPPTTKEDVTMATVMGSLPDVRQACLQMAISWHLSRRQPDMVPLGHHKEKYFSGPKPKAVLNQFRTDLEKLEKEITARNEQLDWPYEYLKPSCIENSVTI
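Purified human 12hLO at 150 nM in 25 mM Hepes, 0.01% Triton X-100, pH 7.0, preincubated 15 min at room temperature with compound. Reaction started with 40 uM arachidonic acid, 30 min at room temperature. Hydroperoxide measured by Fe-xylenol orange, 573/405 nm absorbance ratio.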
BAZ2B inh – qHTS Assay for Inhibitors of BAZ2B; Bromodomain adjacent to zinc finger domain protein 2B (Homo sapiens), Q9UIF8; AlphaScreen BAZ2B-H3K14Ac peptide displacement; Potency, µM (doses to about 114 µM), without a hit: top-dose activity change, negative = inhibition, actives largely listed as inhibitors; 360,000 tested, 4.4% active; note: potency is the fitted concentration of half-maximal effect; % is set by controls: 0 for no effect and ±100 for the full control effect; nearly all actives have a fitted effect of over 60% in size
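Compounds, titrated to a top concentration of 110 uM, were incubated 30 min at room temperature with preformed BAZ2B/acetyl-K14 H3 peptide complex (50 nM each). Proximity signal was measured by AlphaScreen after 20 min with beads.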
GLS inhibitor – qHTS for Inhibitors of Glutaminase (GLS). 410,000 tested, 0.21% active. AID 624170, 2012. GLS enzymatic activity, qHTS titration. Potency, µM (doses to about 45.5 µM), without a hit: at the top dose activity change, negative = inhibition, hits mostly inhibitors; note: potency is the fitted concentration of half-maximal effect; % is set by controls: 0 for no effect and ±100 for the full control effect
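Compounds were pin-transferred onto hKGA, after which L-glutamine (1 mM solution) and a detection mix of glutamate oxidase, HRP and Amplex Red were added. Initial and 30 min RT fluorescence reads were collected.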
* = called active by the depositor; ? = inconclusive; nt = not tested or not shown; [ ] = dose if it differs, or a comment. Unless noted, calls come from the whole dose curve; as a rule, active = well fitted curve in the direction sought with a large enough effect; inconclusive = small, poorly fitted or top-dose-only effect, or another doubt; inactive = no such curve, though single readings can be large; an effect the other way counts as inactive or inconclusive. Some of the compounds tested. The share of hits here may be higher or lower than overall.

1	CC(C)c1nc2ccccc2n1CCC(=O)O
2	COc1cccc(S(=O)(=O)Nc2ccc(C(=O)Nc3ccncc3)cc2)c1
3	N#C/C(=C\Nc1ccc2c(c1)OCCO2)c1nc2ccccc2[nH]1
4	COc1ccc(NS(=O)(=O)c2cc(Br)cc3c2N(C(C)=O)CC3)cc1
5	CCOc1cc(C(=O)N/N=C(\C)Cc2ccc(OC)cc2)cc(OCC)c1OCC
6	COc1ccccc1NC(=O)CSc1nnc(Cn2cnc3ccccc32)n1C
7	COc1cccc(-c2cc(C(=O)NCc3ccco3)c3ccccc3n2)c1
8	CCOc1cccc(C2c3[nH]c4ccccc4c3CCN2C(=O)CSc2ccccc2)c1 (stereo not drawn)
Compound	1	2	3	4	5	6	7	8
JMJD2A Tudor inh	-8%	-8%	?	-14%	-21%	6%	-27%	-31%
HP1b binding inh	20%	5%	24%	26%	22%	23%	12%	7%[57 µM]
RGS4 inhibitor	-4%	-25%	-37%	-15%	3%	1%	-44%	3%
G9a inh	-4%[59 µM]	-10%[59 µM]	-4%[12.7 µM]	-14%	15%[59 µM]	1%[12.7 µM]	-8%[0.501 µM]	-40%[59 µM]
PI4K2A block	-1	2	-2	-3	4	10	-9	-5
ERG Ets-DNA blk	nt	1%	12%	-5%	6%	-5%	8%	-3%
12-LOX inh	?	-5%	-16%	0%	-8%	-13%	?	?
BAZ2B inh	-10%	-8%	?	-21%	4%	-1%	-35%	-25%
GLS inhibitor	2%	3%	-2%	-6%	8%	7%	-13%	-11%

9	O=C1CC(C(F)(F)C(F)(F)C(F)(F)C(F)F)=Nc2ccccc2N1
10	Cc1csc(NC(=O)/C=C/c2ccc(C)o2)n1
11	CCOC(=O)c1oc2ccccc2c1N
12	CCCOc1ccc(S(=O)(=O)NCc2ccc(OC)cc2)cc1
13	COc1cccc(CNC(=O)C2CCN(S(=O)(=O)c3ccccc3)CC2)c1
14	COc1ccc(N2CCN(CC(=O)c3ccc(Cl)cc3)CC2)cc1
15	COC(=O)Cn1c(CN2CCN(c3ccc(OC)cc3)CC2)nc2c1c(=O)[nH]c(=O)n2C
16	O=C1CCCC/C1=C\Nc1ccc(O)cc1
Compound	9	10	11	12	13	14	15	16
JMJD2A Tudor inh	7%	-2%	-17%	-5%	-2%	?	-15%	-24%
HP1b binding inh	13%	25%	-2%	47%[activator]	26%	18%	12%	17%
RGS4 inhibitor	26%	-18%	20%	-38%	8%	-20%	30%	-42%
G9a inh	12%	?	3%	-25%	-5%[59 µM]	22µM*	-14%[59 µM]	0.89µM*
PI4K2A block	-1	-4	-2	0	-4	-7	-11	?
ERG Ets-DNA blk	nt	-1%	5%	3%	-8%	58%[activator]	0%	-23%
12-LOX inh	-3%	1%	0%	0%	0%	-46%	-5%	?
BAZ2B inh	6%	-39%	1%	-14%	-16%	?	-4%	0%
GLS inhibitor	6%	2%	-3%	-8%	3%	32%[activator]	19%	58%[activator]

17	CCCCC(=O)Nc1cc(OC)c(NC(=S)NC)cc1OC
18	O=C(NCC1CCCO1)C1CCN(c2ccc(S(=O)(=O)N3CCCC3)cc2)CC1 (stereo not drawn)
19	N#Cc1c(NC(=O)CSc2nnc(-c3ccco3)n2-c2ccccc2)sc2c1CCC2
20	CCCCn1nnnc1SCC(=O)NNC(=O)C1CCCCC1
21	CC(C)c1ccc(N(CC(=O)N2CCOCC2)S(C)(=O)=O)cc1
22	COCCn1c(N)c(C(=O)c2cccc(S(=O)(=O)N3CCCCCC3)c2)c(=O)[nH]c1=O
23	CC(=O)Nc1ccc(C(=O)COC(=O)CCS(=O)(=O)c2ccccc2)cc1
24	CN(CCOC(=O)c1ccc2c(c1)OCCO2)C(C)(C)C
Compound	17	18	19	20	21	22	23	24
JMJD2A Tudor inh	-14%	1%	-15%	-6%	-4%	-3%	-6%	-17%
HP1b binding inh	17%	37%	10%	46%[activator]	45%[activator]	54%[activator]	30%	15%
RGS4 inhibitor	13%	-18%	7%	-7%	15%[56.9 µM]	-1%	-28%	?
G9a inh	-7%	27%[12.7 µM]	?	17%[12.7 µM]	nt	-2%[12.7 µM]	-32%	-26%[59 µM]
PI4K2A block	2	0	-14	4	2	-4	-2	3
ERG Ets-DNA blk	-1%	-8%	0%	-4%	4%	14%	4%	-4%
12-LOX inh	-10%	2%	0%	26%	?	1%	3%	23%
BAZ2B inh	-13%	-5%	-28%	0%	-6%	-3%	15%	-3%
GLS inhibitor	30%[activator]	-6%	6%	-3%	10%	-8%	6%	4%

25	CN(CC(=O)Nc1ccc(F)cc1)c1ccc(S(=O)(=O)N2CCCCC2)cc1[N+](=O)[O-]
26	CC(=O)c1ccc(-c2ccc(C(=O)N(C)c3c(N)n(Cc4ccccc4)c(=O)[nH]c3=O)o2)cc1
27	O=C(CS(=O)(=O)c1ccccc1)NCc1ccco1
28	Cc1nn(-c2ccccc2)c2c1C(c1c(C)[nH]c(C#N)c1C)C(C#N)=C(N)O2 (stereo not drawn)
29	CCc1ccc(Nc2nc(N)nc(CSc3nnnn3-c3ccccc3)n2)cc1
30	c1ccc(CSc2nnc(-c3cccs3)n2Cc2ccco2)cc1
31	Cc1cc(C)c2cc(CN(Cc3cccs3)Cc3nnnn3CC3CCCO3)c(=O)[nH]c2c1 (stereo not drawn)
32	C(=N\n1cnnc1)/c1cccnc1
Compound	25	26	27	28	29	30	31	32
JMJD2A Tudor inh	?	-23%	-11%	?	-36%	-23%	-25%	2%
HP1b binding inh	-19%	8%	54%[activator]	-2%	11%	20%	13%	35%
RGS4 inhibitor	-9%	-14%	-34%	5%	-46%	-16%	-22%	5%
G9a inh	-12%[59 µM]	-50%	-3%	-6%[12.7 µM]	4%[12.7 µM]	?	-1%[12.7 µM]	-39%
PI4K2A block	-1	1	1	4	-12	0	0	-4
ERG Ets-DNA blk	-13%	1%	14%	-3%	-11%	-6%	nt	-14%
12-LOX inh	-23%	-14%	0%	?	4%	-11%	-15%	?
BAZ2B inh	?	9%	-37%	?	8%	-29%	-8%	9%
GLS inhibitor	2%	1%	0%	8%	-3%	6%	-5%	8%

Two records drawn at random from the list so far:
31	Cc1cc(C)c2cc(CN(Cc3cccs3)Cc3nnnn3CC3CCCO3)c(=O)[nH]c2c1 (stereo not drawn)
18	O=C(NCC1CCCO1)C1CCN(c2ccc(S(=O)(=O)N3CCCC3)cc2)CC1 (stereo not drawn)
Compound	31	18
JMJD2A Tudor inh	-25%	1%
HP1b binding inh	13%	37%
RGS4 inhibitor	-22%	-18%
G9a inh	-1%[12.7 µM]	27%[12.7 µM]
PI4K2A block	0	0
ERG Ets-DNA blk	nt	-8%
12-LOX inh	-15%	2%
BAZ2B inh	-8%	-5%
GLS inhibitor	-5%	-6%

New compounds follow:
33	COc1ccccc1/C=C/C(=O)NCc1cccnc1
34	CC12CC(c3ccccc3O1)C(C(=O)NCc1ccccc1)C(=O)N2 (stereo not drawn)
35	COc1ccc(NC(=S)N2CCC(C(=O)c3ccc(C)cc3)CC2)c(OC)c1
36	O=c1[nH]c(C2CC2)nc2sc3c(c12)CCCC3
37	O=S(=O)(Nn1cnnc1)c1ccc(F)cc1
38	Cc1ccc(S(=O)(=O)N2CCN(c3ccc([N+](=O)[O-])c(NCCN4CCOCC4)c3)CC2)cc1
39	O=C(OCc1ccccc1C(F)(F)F)c1ccc(Br)c(S(=O)(=O)N2CCOCC2)c1
40	Cn1c2ccccc2c(=O)c2cc(C#Cc3cccc(N)c3)ccc21
41	CC12CCC3(CO)COC(c4ccccc4O1)C2C3 (stereo not drawn)
42	O=C(NCc1ccc(F)cc1)C1C2C=CC3(CN(Cc4cccnc4)C(=O)C13)O2 (stereo not drawn)
Compound	33	34	35	36	37	38	39	40	41	42
JMJD2A Tudor inh	-11%	-4%	-23%	13%	-17%	?	-8%	-7%	-4%	-5%
HP1b binding inh	34%	23%	25%	34%[activator]	16%	-7%	36%	31%	53%[activator]	42%[activator]
RGS4 inhibitor	18%	8%	-6%	-1%	13%	6%	2%	13%	-12%	-19%
G9a inh	0%	?	-11%	11%	nt	?	nt	10%[0.501 µM]	20%[59 µM]	-3%[59 µM]
PI4K2A block	2	3	4	-5	-1	4	-5	-1	1	4
ERG Ets-DNA blk	0%	-3%	-4%	1%	-1%	12%	-9%	5%	1%	-1%
12-LOX inh	-4%	27%	-20%	6%	-11%	-22%	-1%	nt	5%	1%
BAZ2B inh	4%	0%	-19%	-21%	?	-33%	nt	-4%	7%	3%
GLS inhibitor	-1%	-2%	19%	-7%	0%	-5%	9%	3%	3%	0%
